NSD2 block – inhibitors of human NSD2, primary screen, biochemical, plate reader, single point; Histone-lysine N-methyltransferase NSD2 (Homo sapiens), O96028; NSD2-SET H3K36me1 DELFIA fluorescence; inhibition, % at 12.5 µM; 0.07% of 44,000 active; AID 624260, 2012; in the data active means inhibition above about 54%, passing the limit was not always enough; inconclusive means no clear call, values can overlap the other calls;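 further: inhibitors reduce the monomethyl H3K36 fluorescence signal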
Target sequence (O96028 whole entry, looked up): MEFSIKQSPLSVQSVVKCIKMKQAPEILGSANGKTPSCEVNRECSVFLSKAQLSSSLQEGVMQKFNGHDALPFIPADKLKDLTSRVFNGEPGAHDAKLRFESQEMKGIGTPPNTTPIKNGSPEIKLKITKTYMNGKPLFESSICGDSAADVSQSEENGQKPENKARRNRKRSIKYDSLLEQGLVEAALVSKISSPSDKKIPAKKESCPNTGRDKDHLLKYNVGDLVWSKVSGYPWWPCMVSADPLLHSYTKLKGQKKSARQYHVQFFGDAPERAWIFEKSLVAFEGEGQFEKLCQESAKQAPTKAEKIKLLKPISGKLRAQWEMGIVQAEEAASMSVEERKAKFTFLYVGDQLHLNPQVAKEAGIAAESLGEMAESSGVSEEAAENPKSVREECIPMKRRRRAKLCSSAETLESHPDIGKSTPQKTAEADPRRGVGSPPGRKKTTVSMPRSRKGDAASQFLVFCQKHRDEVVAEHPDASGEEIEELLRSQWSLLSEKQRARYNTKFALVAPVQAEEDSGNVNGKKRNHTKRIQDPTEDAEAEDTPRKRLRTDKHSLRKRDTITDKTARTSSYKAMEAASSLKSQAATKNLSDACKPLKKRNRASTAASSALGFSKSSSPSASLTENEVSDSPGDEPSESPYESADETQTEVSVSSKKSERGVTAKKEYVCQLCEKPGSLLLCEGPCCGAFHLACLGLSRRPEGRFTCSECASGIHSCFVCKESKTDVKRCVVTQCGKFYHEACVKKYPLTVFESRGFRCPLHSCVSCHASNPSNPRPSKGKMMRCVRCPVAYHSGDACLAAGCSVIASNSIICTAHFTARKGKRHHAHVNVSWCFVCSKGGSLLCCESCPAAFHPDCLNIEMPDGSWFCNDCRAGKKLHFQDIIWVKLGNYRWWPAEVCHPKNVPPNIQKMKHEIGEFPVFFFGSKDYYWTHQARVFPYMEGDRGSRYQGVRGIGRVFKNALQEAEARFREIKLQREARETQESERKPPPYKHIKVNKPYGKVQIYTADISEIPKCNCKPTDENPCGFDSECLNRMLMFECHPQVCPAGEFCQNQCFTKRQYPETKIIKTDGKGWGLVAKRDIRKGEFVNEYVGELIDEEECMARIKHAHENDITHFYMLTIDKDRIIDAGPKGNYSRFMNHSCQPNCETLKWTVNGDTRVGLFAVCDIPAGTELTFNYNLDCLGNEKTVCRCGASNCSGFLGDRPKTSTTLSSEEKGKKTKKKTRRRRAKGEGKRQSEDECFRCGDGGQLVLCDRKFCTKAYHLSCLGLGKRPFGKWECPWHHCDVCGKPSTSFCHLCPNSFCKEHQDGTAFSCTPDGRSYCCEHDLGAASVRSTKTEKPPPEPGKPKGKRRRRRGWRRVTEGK
An asterisk follows results filed as active. This is a subset, so the mix of outcomes need not match the whole.

What do the screens show for `C[C@@H]1CN([C@H](C)CO)C(=O)c2cc(C#CCN(C)C)cnc2O[C@@H]1CN(C)Cc1ccccc1F`?
NSD2 block: -3.2

Results for Cc1noc(C)c1NC(=O)N(C)C[C@@H]1Oc2c(NC(=O)C3CC3)cccc2C(=O)N([C@H](C)CO)C[C@H]1C ?
NSD2 block: 1.5

How did C[C@@H]1CN([C@H](C)CO)C(=O)c2cccc(NC(=O)CCCCCC(=O)Nc3ccccc3N)c2O[C@@H]1CN(C)Cc1ccc(C(F)(F)F)cc1 do in these assays?
NSD2 block: -6.0

How did N=C(N)SCc1nc(N)nc(N2CCCCC2)n1 do in these assays?
NSD2 block: 3.1

What do the screens show for `COCC(=O)N(C)C[C@@H]1Oc2cc(C#CC(C)(C)O)ccc2S(=O)(=O)N([C@H](C)CO)C[C@@H]1C`?
NSD2 block: -9.1

How did C[C@H](CO)N1C[C@H](C)[C@@H](CN(C)Cc2ccccc2)Oc2ccc(NC(=O)C3CCCCC3)cc2CC1=O do in these assays?
NSD2 block: 1.4

How did COCC(=O)N(C)C[C@H]1Oc2cc(C#CC(C)C)ccc2S(=O)(=O)N([C@@H](C)CO)C[C@@H]1C do in these assays?
NSD2 block: 2.2

What do the screens show for `C[C@@H]1CN([C@H](C)CO)C(=O)c2cc(-c3ccc(F)cc3)cnc2O[C@@H]1CN(C)C(=O)c1cccnc1`?
NSD2 block: -4.4

How did COCC#Cc1ccc2c(c1)O[C@@H](CN(C)Cc1ccc3c(c1)OCO3)[C@@H](C)CN([C@@H](C)CO)S2(=O)=O do in these assays?
NSD2 block: -1.7

How did COc1ccc(S(=O)(=O)N(C)C[C@@H]2OCCCC[C@@H](C)Oc3ccc(NS(=O)(=O)c4c(C)noc4C)cc3C(=O)N([C@H](C)CO)C[C@@H]2C)cc1 do in these assays?
NSD2 block: 3.5

What do the screens show for `C/C=C/c1ccc2c(c1)O[C@H](CN(C)C(=O)c1ccc3c(c1)OCO3)[C@H](C)CN([C@H](C)CO)S2(=O)=O`?
NSD2 block: -2.6

What do the screens show for `CCC(=O)N(C)C[C@@H]1Oc2ncc(/C=C/c3ccccc3)cc2C(=O)N([C@H](C)CO)C[C@H]1C`?
NSD2 block: -10.2

How did CN1CCN(C(=O)C[C@@H]2C[C@H]3c4cc(NS(C)(=O)=O)ccc4O[C@H]3[C@H](CO)O2)CC1 do in these assays?
NSD2 block: -9.6

What do the screens show for `CC(C)NC(=O)Nc1ccc2c(c1)C(=O)N([C@@H](C)CO)C[C@@H](C)[C@H](CN(C)C(=O)c1ccccc1)OCCCC[C@H](C)O2`?
NSD2 block: 0.2

What do the screens show for `COc1ccc(NC(=O)N(C)C[C@@H]2Oc3ncc(C#Cc4cccc(F)c4)cc3C(=O)N([C@H](C)CO)C[C@@H]2C)cc1`?
NSD2 block: 5.7

How did COc1ccc(-c2cnc3c(c2)C(=O)N([C@H](C)CO)C[C@H](C)[C@H](CN(C)C(=O)Cc2cccnc2)O3)cc1 do in these assays?
NSD2 block: -4.7

Results for O=C1c2cccc3cccc(c23)N1Cc1ccc(F)cc1Cl ?
NSD2 block: 11.7

Results for COc1ccccc1-c1ccc2c(c1)O[C@H](CN(C)S(=O)(=O)c1ccc(F)cc1)[C@H](C)CN([C@H](C)CO)S2(=O)=O ?
NSD2 block: 0.8

What do the screens show for `Cc1noc(C)c1NC(=O)N(C)C[C@@H]1Oc2ccc(NC(=O)CCCN(C)C)cc2C(=O)N([C@@H](C)CO)C[C@H]1C`?
NSD2 block: -2.1

Results for CC1(C)COC(CCC/C=N/NC(=O)c2ccc(C(=O)NO)cc2)OC1 ?
NSD2 block: -0.3

Results for C[C@H](CO)N1C[C@H](C)[C@H](CN(C)Cc2ccc(Cl)c(Cl)c2)Oc2ccc(NS(=O)(=O)c3cn(C)cn3)cc2C1=O ?
NSD2 block: -1.5

Results for C[C@H](CO)N1C[C@H](C)[C@H](CN(C)Cc2cncnc2)Oc2cc(C#CC3CC3)ccc2S1(=O)=O ?
NSD2 block: 2.8

What do the screens show for `CC(C)NC(=O)N(C)C[C@H]1Oc2ccc(NS(=O)(=O)c3cn(C)cn3)cc2CC(=O)N([C@H](C)CO)C[C@@H]1C`?
NSD2 block: -2.6

Results for Cc1noc(C)c1NC(=O)N(C)C[C@@H]1Oc2ccc(NC(=O)NC(C)C)cc2CC(=O)N([C@H](C)CO)C[C@@H]1C ?
NSD2 block: -3.6

What do the screens show for `C[C@@H]1CN([C@@H](C)CO)C(=O)c2cc(N(C)C)ccc2O[C@H]1CN(C)C(=O)Nc1cccc2ccccc12`?
NSD2 block: 2.2

Results for Cc1ccccc1-c1ccc2c(c1)O[C@@H](CN(C)C(=O)c1ccccn1)[C@H](C)CN([C@@H](C)CO)S2(=O)=O ?
NSD2 block: 1.6

What do the screens show for `C[C@H]1CN([C@@H](C)CO)C(=O)c2cccc(NS(=O)(=O)c3cn(C)cn3)c2O[C@@H]1CN(C)C(=O)Nc1ccc(F)cc1`?
NSD2 block: 2.9

What do the screens show for `Cc1cc(C)c(-n2c(O)c(C=Nc3cccc(O)c3)c(=O)[nH]c2=O)c(C)c1`?
NSD2 block: -7.8

Results for C[C@@H]1CCCCO[C@H](CN(C)C(=O)CCCN(C)C)[C@@H](C)CN([C@H](C)CO)C(=O)c2cc(NC(=O)c3ccncc3)ccc2O1 ?
NSD2 block: inconclusive

How did COc1ccc(S(=O)(=O)N[C@@H]2C=C[C@@H](CC(=O)N3CCc4ccccc4C3)O[C@H]2CO)cc1 do in these assays?
NSD2 block: 2.7

Results for Cc1ccc(S(=O)(=O)Nc2ccc3c(c2)C(=O)N([C@@H](C)CO)C[C@@H](C)[C@H](CN(C)C(=O)Nc2ccc(F)cc2)O3)cc1 ?
NSD2 block: 9.7

What do the screens show for `C[C@H](CO)N1C[C@H](C)[C@H](CN(C)S(=O)(=O)c2ccccc2F)Oc2ncc(C#Cc3cccnc3)cc2C1=O`?
NSD2 block: -2.9

How did C[C@@H](NC(=O)C[C@H]1C[C@@H]2c3cc(N(C)C)ccc3O[C@@H]2[C@@H](CO)O1)c1ccccc1 do in these assays?
NSD2 block: 1.6

What do the screens show for `C[C@@H]1CN([C@@H](C)CO)C(=O)Cc2cc(NC(=O)C3CCCCC3)ccc2O[C@@H]1CN(C)CC1CCCCC1`?
NSD2 block: -6.3

What do the screens show for `Cc1ccc(S(=O)(=O)N(C)C[C@H]2Oc3c(NC(=O)c4ccc(-c5nccs5)cc4)cccc3C(=O)N([C@@H](C)CO)C[C@@H]2C)cc1`?
NSD2 block: 3.6

What do the screens show for `C/C=C/c1ccc2c(c1)O[C@@H](CN(C)C(=O)Nc1cc(F)ccc1F)[C@H](C)CN([C@H](C)CO)S2(=O)=O`?
NSD2 block: -2.6

What do the screens show for `C[C@@H]1CN([C@H](C)CO)C(=O)c2cc(NC(=O)Nc3cccc4ccccc34)ccc2O[C@H]1CN(C)Cc1ccc(C(F)(F)F)cc1`?
NSD2 block: -6.6

What do the screens show for `C[C@@H]1CN([C@@H](C)CO)C(=O)c2cccc(NC(=O)c3nc4ccccc4s3)c2O[C@H]1CN(C)CC1CCCCC1`?
NSD2 block: 0.9

What do the screens show for `C[C@@H]1CN([C@H](C)CO)C(=O)c2cc(NS(C)(=O)=O)ccc2O[C@@H]1CN(C)S(=O)(=O)c1ccccc1`?
NSD2 block: -8.5

Results for C[C@H]1CN([C@@H](C)CO)S(=O)(=O)c2ccc(C#CC3CC3)cc2O[C@@H]1CN(C)C(=O)c1cccc(F)c1 ?
NSD2 block: -1.8

Results for COc1ccc(NC(=O)Nc2ccc3c(c2)C(=O)N([C@H](C)CO)C[C@H](C)[C@@H](CN(C)S(=O)(=O)c2cn(C)cn2)O3)cc1 ?
NSD2 block: -2.1

Results for O=C(CCCCCCC(=O)Nc1ccccc1O)N/N=C/c1ccccc1Br ?
NSD2 block: 3.3

How did CNC[C@@H]1Oc2ccc(NC(=O)C3CCCCC3)cc2CC(=O)N([C@@H](C)CO)C[C@H]1C do in these assays?
NSD2 block: 0.0

How did CCCCC/C=C\C/C=C\CCCCCCCC(=O)OC(CO)CO do in these assays?
NSD2 block: -9.4

How did C[C@@H]1CN([C@@H](C)CO)C(=O)CCCn2nncc2CO[C@H]1CN(C)C(=O)CCCN(C)C do in these assays?
NSD2 block: 19.9

What do the screens show for `C[C@H](O)C#Cc1cnc2c(c1)C(=O)N([C@H](C)CO)C[C@@H](C)[C@@H](CN(C)Cc1ccc(-c3ccccc3)cc1)O2`?
NSD2 block: -4.5

Results for C[C@@H]1CCCCO[C@H](CN(C)C(=O)CCC(F)(F)F)[C@H](C)CN([C@@H](C)CO)C(=O)c2cc(NS(=O)(=O)c3cccs3)ccc2O1 ?
NSD2 block: -3.1

How did O=C(N/N=C/c1cccnc1)c1ccccn1 do in these assays?
NSD2 block: -1.2

How did COc1ccc(S(=O)(=O)Nc2ccc3c(c2)C(=O)N([C@H](C)CO)C[C@H](C)[C@@H](CN(C)Cc2ccccc2)O3)cc1 do in these assays?
NSD2 block: -3.5

Results for CC(C)NC(=O)Nc1ccc2c(c1)C(=O)N([C@H](C)CO)C[C@@H](C)[C@H](CN(C)S(C)(=O)=O)OCCCC[C@@H](C)O2 ?
NSD2 block: 6.4

Results for C[C@@H]1CN([C@@H](C)CO)S(=O)(=O)c2ccc(/C=C/c3ccccc3)cc2O[C@@H]1CN(C)C(=O)Nc1cc(F)ccc1F ?
NSD2 block: -12.3

What do the screens show for `COc1ccc(C#Cc2ccc3c(c2)O[C@@H](CN(C)C(=O)c2ccccn2)[C@H](C)CN([C@H](C)CO)S3(=O)=O)cc1`?
NSD2 block: 2.0

How did C[C@@H]1CN([C@@H](C)CO)C(=O)c2cc(NC(=O)CCC(F)(F)F)ccc2O[C@H]1CN(C)Cc1ccc(-c2ccccc2)cc1 do in these assays?
NSD2 block: -1.2

What do the screens show for `O=C(C[C@H]1CC[C@H](NC(=O)C2CC2)[C@@H](CO)O1)Nc1ccccc1`?
NSD2 block: -10.8

How did CC(C)NC(=O)N(C)C[C@H]1Oc2ccc(NC(=O)Cc3cn(C)c4ccccc34)cc2CC(=O)N([C@H](C)CO)C[C@H]1C do in these assays?
NSD2 block: 4.3

How did C[C@@H]1CN([C@H](C)CO)C(=O)c2cc(NC(=O)Nc3ccccc3)ccc2O[C@@H](C)CCCCO[C@H]1CN(C)S(=O)(=O)c1ccccc1 do in these assays?
NSD2 block: 0.9

Results for C[C@H]1CN([C@@H](C)CO)C(=O)c2cc(C#Cc3cccnc3)cnc2O[C@@H]1CN(C)C ?
NSD2 block: 1.8

What do the screens show for `C[C@@H]1CN([C@H](C)CO)C(=O)CCCn2nncc2CO[C@H]1CN(C)C(=O)Nc1ccc(C(C)(C)C)cc1`?
NSD2 block: 2.8

Results for C[C@H](CO)N1C[C@H](C)[C@H](CN(C)C(=O)NC2CCCCC2)Oc2ccc(NC(=O)Nc3ccc4c(c3)OCO4)cc2C1=O ?
NSD2 block: 3.8

Results for Cc1noc(C)c1NC(=O)N(C)C[C@@H]1OCCCC[C@H](C)Oc2ccc(NS(=O)(=O)c3cccs3)cc2C(=O)N([C@@H](C)CO)C[C@@H]1C ?
NSD2 block: -3.6

Eight entries out of the list, sorted by molar mass, low to high.
Results for C[C@H]1CN([C@@H](C)CO)C(=O)c2cc(C#Cc3cccnc3)cnc2O[C@@H]1CN(C)C ?
NSD2 block: 1.8

What do the screens show for `C[C@@H]1CN([C@H](C)CO)C(=O)CCCn2nncc2CO[C@H]1CN(C)C(=O)Nc1ccc(C(C)(C)C)cc1`?
NSD2 block: 2.8

What do the screens show for `COc1ccc(C#Cc2ccc3c(c2)O[C@@H](CN(C)C(=O)c2ccccn2)[C@H](C)CN([C@H](C)CO)S3(=O)=O)cc1`?
NSD2 block: 2.0

Results for CC(C)NC(=O)Nc1ccc2c(c1)C(=O)N([C@H](C)CO)C[C@@H](C)[C@H](CN(C)S(C)(=O)=O)OCCCC[C@@H](C)O2 ?
NSD2 block: 6.4

How did CC(C)NC(=O)N(C)C[C@H]1Oc2ccc(NC(=O)Cc3cn(C)c4ccccc34)cc2CC(=O)N([C@H](C)CO)C[C@H]1C do in these assays?
NSD2 block: 4.3

Results for C[C@@H]1CN([C@@H](C)CO)S(=O)(=O)c2ccc(/C=C/c3ccccc3)cc2O[C@@H]1CN(C)C(=O)Nc1cc(F)ccc1F ?
NSD2 block: -12.3

Results for C[C@H](CO)N1C[C@H](C)[C@H](CN(C)C(=O)NC2CCCCC2)Oc2ccc(NC(=O)Nc3ccc4c(c3)OCO4)cc2C1=O ?
NSD2 block: 3.8

How did C[C@@H]1CN([C@@H](C)CO)C(=O)c2cc(NC(=O)CCC(F)(F)F)ccc2O[C@H]1CN(C)Cc1ccc(-c2ccccc2)cc1 do in these assays?
NSD2 block: -1.2

(continued)
Results for C[C@H](CO)N1C[C@H](C)[C@H](CN(C)C(=O)Nc2ccccc2)OCCCC[C@H](C)Oc2ccc(N(C)C)cc2C1=O ?
NSD2 block: 2.8

How did COc1ccc(NC(=O)Nc2ccc3c(c2)C(=O)N([C@@H](C)CO)C[C@@H](C)[C@H](CN(C)C(=O)NC2CCCCC2)O3)cc1 do in these assays?
NSD2 block: -5.5

How did CCCC#Cc1cnc2c(c1)C(=O)N([C@@H](C)CO)C[C@H](C)[C@@H](CN(C)C(=O)Cc1ccncc1)O2 do in these assays?
NSD2 block: -0.5

Results for C[C@@H]1CN([C@H](C)CO)S(=O)(=O)c2ccc(-c3ccncc3)cc2O[C@H]1CN(C)C(=O)c1ccc2c(c1)OCO2 ?
NSD2 block: -1.9

What do the screens show for `C[C@H](CO)N1C[C@H](C)[C@@H](CN(C)Cc2ccncc2)Oc2ccc(NS(=O)(=O)c3cccs3)cc2CC1=O`?
NSD2 block: 3.3

How did COc1ccc(NC(=O)N(C)C[C@H]2OCCCC[C@H](C)Oc3ccc(NC(=O)Nc4ccccc4)cc3C(=O)N([C@H](C)CO)C[C@@H]2C)cc1 do in these assays?
NSD2 block: 2.3

What do the screens show for `COc1ccc(NC(=O)Nc2ccc3c(c2)CC(=O)N([C@H](C)CO)C[C@H](C)[C@H](CN(C)C(=O)Nc2cccc4ccccc24)O3)cc1`?
NSD2 block: 2.0

Results for COC(=O)C[C@H]1C[C@H]2c3cc(NC(=O)CC4CC4)ccc3O[C@H]2[C@@H](CO)O1 ?
NSD2 block: 0.1

Results for COc1ccc(S(=O)(=O)N(C)C[C@@H]2Oc3c(NC(=O)Nc4c(C)noc4C)cccc3C(=O)N([C@@H](C)CO)C[C@@H]2C)cc1 ?
NSD2 block: 0.4
